TRPC4 block – TRPC4 (mouse) channel inhibition | Q9QUQ5 | HEK293 TRPC4beta/mu-opioid, DAMGO-evoked Fluo4 calcium flux; stronger effect = lower value | B-score at 10 µM | 300,000 compounds, 0.39% hits;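 active = B-score over 3 SD under the library average, no early fluorescence shift, positive overall ratio signal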
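Assay system: Stable TRPC4beta/mu-opioid receptor HEK293 cells | Reagent: DAMGO in two steps, submaximal then maximal | Compound dosing: Single concentration per test compound | Signal: Fluo4 Ca2+ flux fluorescence | Evaluation: Per-well B score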
MrgX1 antag – blocks BAM8-22 activation of human MrgX1 receptor | Q96LB2 | MRGX1-HEK293 calcium flux, Fluo-4, BAM8-22 antagonism; stronger effect = lower value | B-score at 10 µM | 310,000 compounds, 1.3% hits;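 active = calcium-response B-score plate-corrected more than 3 library SD below zero, starting fluorescence within 5 deviations, no agonist response on first addition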;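 note: peak minus trough fluorescence over baseline after final BAM8-22 challenge near maximal dose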
Target sequence (Q96LB2 whole entry, looked up): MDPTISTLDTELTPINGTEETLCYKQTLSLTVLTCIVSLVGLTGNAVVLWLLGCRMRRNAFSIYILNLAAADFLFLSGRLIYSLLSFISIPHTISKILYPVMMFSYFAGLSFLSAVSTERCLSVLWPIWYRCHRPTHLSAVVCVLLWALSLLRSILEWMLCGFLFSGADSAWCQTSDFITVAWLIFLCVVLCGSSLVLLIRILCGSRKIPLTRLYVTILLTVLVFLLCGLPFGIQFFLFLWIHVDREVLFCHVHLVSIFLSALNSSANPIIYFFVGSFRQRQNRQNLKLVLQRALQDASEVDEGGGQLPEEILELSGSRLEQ
KLF5 inh – kruppel-like factor 5 inhibition. DLD-1 KLF5 promoter-luciferase reporter, luminescence. 290,000 compounds, 0.23% hits. AID 1700. inhibition, % at 5 µM;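 active = inhibition above a per-plate limit of that plate's mean compound inhibition plus 3 SD, cut at about 60% in these data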;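 note: 0% = DMSO wells and 100% = LY294002 at 200 µM; higher means less KLF5 promoter-driven luciferase light; inactives centre near -14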
TRPC4 act – activators of mouse TRPC4 channel | Q9QUQ5 | HEK293 TRPC4beta/mu-opioid, Fluo4 calcium fluorescence; stronger effect = higher value | B-score at 10 µM | 310,000 compounds, 0.49% hits;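 active = B-score above 5 SD of library B-scores, and initial fluorescence ratio not above library mean plus 5 SD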;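 note: positive B-score marks a calcium rise read as TRPC4 activation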
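Assay system: HEK293 stable line with TRPC4beta plus mu-opioid receptor. Times: dye 45 min RT, read 110 s. Measured by: kinetic Fluo4 calcium fluorescence. Measure: B score of integrated ratio. Controls: assay buffer as low control, maximal DAMGO as high control.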
TRPC6 act – mouse TRPC6 channel activation. HEK293-TRPC6 membrane potential dye fluorescence; stronger effect = higher value. B-score at 10 µM. 310,000 compounds, 0.13% hits;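 active = B-score of the integrated fluorescence ratio above library mean plus 3 SD, and starting fluorescence ratio within library mean plus 5 SD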;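 note: higher score means more depolarization so channel activation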
SKKanGAS inh – SKKanGAS growth inhibition; S. pyogenes SKKanGAS, kanamycin growth, BacTiter-Glo, 6 h; inhibition, % at 7.5 µM; 300,000 compounds, 1.3% hits;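 active = mean replicate score, as percent of positive control median, at least 50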;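 note: strain carries kanamycin resistance gene driven by streptokinase promoter and grows in 40 µg/ml kanamycin; loss of luminescence reflects streptokinase promoter inhibition or plain growth inhibition; 0% = median of DMSO wells and 100% = positive control at its reference dose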
HIF activator – HIF pathway transcriptional activation. 300,000 compounds, 0.32% hits. U2OS HRE-luciferase reporter, luminescence; normalized: DMSO 0%, desferrioxamine 100%. activation, % at 7.5 µM (by protocol);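 active = mean activation of at least 10% of the iron chelator positive control signal, with at least half of replicates also reaching 10%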
TRPC4 potent – TRPC4 (mouse) allosteric potentiation. HEK293 TRPC4beta/mu-opioid, DAMGO EC20, Fluo-4 Ca2+ flux; stronger effect = higher value. AID 2227. Q9QUQ5. 310,000 compounds, 0.42% hits. B-score at 10 µM;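 active = B-score of calcium response area above 5 SD of library B-scores, with initial fluorescence ratio within 5 SD of library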;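 note: B-score of integrated fluorescence ratio over time as area under calcium response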
aSyn UTR inh – 5' untranslated region of α-synuclein, MLPCN primary screen. alpha-synuclein 5'UTR reporter, inhibitor activity. inhibition, % (tested at 7.5 µM). 300,000 compounds, 0.82% hits. AID 1813; in the data active = inhibition above about 60%;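 note: H4 neuroglioblastoma cells stably carrying SNCA 5'UTR luciferase fusion; 0% = DMSO wells and 100% = positive control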
TRPC6 inhibitor – mouse TRPC6 channel inhibition; B-score at 10 µM; HEK293-TRPC6, membrane potential dye, ACh-evoked depolarization; stronger effect = lower value; 310,000 compounds, 1.1% hits; Q61143;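 active = B-score under library mean minus 3 SD, initial fluorescence not abnormally high, positive integrated signal ratio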;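 note: B-score derived from integrated fluorescence ratio over the kinetic read; more negative B-score means stronger inhibition of depolarization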
IEC-6 cytotox – kills IEC-6 intestinal cells in KLF5 counter-screen; IEC-6 cytotoxicity, luminescence viability; 290,000 compounds, 0.78% hits; AID 1825; inhibition, % at 5 µM; in the data active = inhibition above about 22%;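 note: 0% = plate median of test compound wells and 100% = cytotoxic reference compound wells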
* hit, by the source's call; i = inactive; nt = no result given. Outcome played no part in choosing rows, and some 5.8% of all compounds hit somewhere here.

Sequence of screens: TRPC4 block, MrgX1 antag, KLF5 inh, TRPC4 act, TRPC6 act, SKKanGAS inh, HIF activator, TRPC4 potent, aSyn UTR inh, TRPC6 inhibitor, IEC-6 cytotox
> COc1ccc(CN(C)CC(=O)NC(=O)NCc2ccccc2)cc1OC
 : i, i, -23, i, i, 1, 0.3, i, 15, i, -1
> O=C1NC(=S)S/C1=C1\Sc2ccccc2N1CCCS(=O)(=O)O
 : i, -4.8*, 19, i, i, -5, 0.0, i, -15, i, -6
> O=C(Nc1ccc2c(c1)OCCO2)C1CC(c2ccccc2Cl)=NO1 (stereo unspecified)
 : i, i, -44, i, i, 0, 0.5, i, -124, i, 3
> NS(=O)(=O)c1ccc(CCNC(=O)c2cc3ccccc3oc2=O)cc1
 : i, i, -22, i, i, -1, 0.9, i, -13, i, 1
> CCCCOc1ccc(N2C(=O)CC(N(CCc3ccccc3)C(=O)/C=C/C(=O)O)C2=O)cc1 (stereo unspecified)
 : i, i, -38, i, i, -2, 0.4, i, 1, i, 9
> COc1cccc(NC(=O)COC(=O)c2ccc(F)cc2F)c1
 : i, i, -24, i, i, 0, 0.1, i, 13, i, 0
> Cc1oc2c(C)c(O)ccc2c(=O)c1N1C(=O)c2ccccc2C1=O
 : i, i, -12, i, i, -3, -0.1, i, 8, i, -4
> CCCCC1(CCCC)NC(=S)N(Nc2ccc(C)cc2)C1=O
 : i, i, -24, i, i, -6, 0.1, i, 18, i, -1
> CCOC(=O)C1CCCN(CC(O)COC(c2ccccc2)c2ccccc2)C1 (stereo unspecified)
 : i, i, -7, i, i, 1, -1.3, i, 12, i, -6
> Oc1ccc(N2CCN(C(=S)NCCc3ccccc3)CC2)cc1
 : i, i, 17, i, i, 3, 0.9, i, 11, i, -3
> Cc1ccc(C(=O)Nc2nnc(NC(=S)Nc3ccccc3)s2)cc1
 : i, i, -24, i, i, 42, 1.5, i, -30, i, 2
> COc1cc(C(=O)N2CCC(n3cnc4cc(F)ccc43)CC2)cc(OC)c1OC
 : i, i, -17, i, i, 2, -0.8, i, 12, i, -5
> Cc1cc(F)ccc1NC(=S)NCCc1ccccc1
 : i, i, -22, i, i, 5, -0.5, i, -31, i, -4
> C=Cc1ccc2c(c1)N(C)C(=C)S2
 : i, i, -21, i, i, 3, -0.3, i, -11, i, 0
> O=C(NCCCN1CCOCC1)c1cc(-c2ccc(O)cc2)on1
 : i, i, -9, i, i, 2, 3.3, i, -2, i, 2
> CCCN(CCC)S(=O)(=O)c1ccc(C(=O)Nc2nc(-c3ccccc3)c(C(=O)OCC)s2)cc1
 : i, i, -19, i, i, 20, 0.0, i, 17, i, 10
> CC(C)(C)n1ncc2c(=O)n(CC(=O)c3ccccc3)cnc21
 : i, i, -101, i, i, -8, 2.8, i, -107, i, -6
> COc1ccc(-c2noc(CCC(=O)NCC3CCCO3)n2)cc1 (stereo unspecified)
 : i, i, -30, i, i, -3, -0.2, i, -1, i, -8
> CCCn1c(SCC(N)=O)nnc1-c1ccco1
 : i, i, -13, i, i, 2, -25, i, 9, i, 1
> CC(C)Oc1ccc(CNC(=O)Cn2c(=O)oc3ccccc32)cc1
 : i, i, -12, i, i, 3, -0.1, i, 14, i, -6
> O=C1NC(=O)/C(=C\c2ccc(OCc3cnc(Cl)s3)cc2)S1
 : i, i, 6, i, i, -4, 0.6, i, -43, i, -2
> O=C(NC1CCCC1)C(c1ccccn1)N(C(=O)c1csnn1)C1CCCCC1 (stereo unspecified)
 : i, i, -29, i, i, 2, -0.5, i, -16, i, 2
> COc1ccc(-n2c(=O)c3c4c(sc3n(Cc3cccc(F)c3)c2=O)CN(C(C)=O)CC4)c(OC)c1
 : i, i, 3, i, i, -2, -0.5, i, 2, i, -2
> O=C(CSc1ccc(-c2ccc(Br)cc2)nn1)NCC1CCCO1 (stereo unspecified)
 : i, i, -14, i, i, -6, 0.3, i, -19, i, 3
> COc1cc(CCC(C)=O)ccc1OC(=O)c1c(F)cccc1Cl
 : i, i, -66, i, i, 1, 2.3, i, -185, i, 2
> O=C(CC1SC(=Nc2ccc3c(c2)OCCO3)NC1=O)Nc1ccc(F)cc1F (stereo unspecified)
 : i, i, 7, i, i, -12, 0.3, i, 7, i, -2
> Cc1ccc2nc(SCC(=O)N3CC(C)OC(C)C3)nc(=O)n2c1 (stereo unspecified)
 : i, i, nt, i, i, -1, -0.2, i, 6, i, nt
> COC(=O)c1ccccc1NC(=O)CSc1ccc(C)cc1
 : i, i, -21, i, i, 1, 0.2, i, -7, i, 2
> Cc1cccc(C(=O)NC(=S)Nc2ccc(N3CCOCC3)cc2)c1
 : i, i, -10, i, i, 3, 1.0, i, -66, i, 14
> Cc1ccc(S(=O)(=O)N2CCCC2)cc1C(=O)O
 : i, i, 4, i, i, -1, -0.4, i, -11, i, 1
> C=CCn1c(=O)c(C(=O)NCc2ccc(Cl)cc2)c(O)c2ccccc21
 : i, i, -41, i, i, 37, 0.0, i, 1, i, 0
> Cc1ccc[n+](CC(=O)N2CCCCC2)c1C
 : i, i, -53, i, i, -6, -0.1, i, -3, i, -2
> Cc1ccc(-c2nn3c(C)nnc3s2)cc1N
 : i, i, -9, i, i, -8, 0.5, i, -79, i, 4
> CN1C(=O)C2(c3ccccc31)N(C)CC(c1ccccn1)C21SC(=S)N(Cc2ccco2)C1=O (stereo unspecified)
 : i, i, 6, i, i, 1, -0.1, i, -24, i, 3
> CCOC(=O)Cc1csc(NC(=O)/C=C/c2ccc(Br)o2)n1
 : i, i, 0, i, i, 7, 0.3, i, -34, i, -19
> Cc1ccc(NC(=O)C2C3/C=C\CCCCC32)cc1C (stereo unspecified)
 : i, i, -22, i, i, -10, 1.6, i, -115, i, 5
> COc1ccc(/C=C2\SC(=S)N(CCC(=O)Nc3ccccn3)C2=O)cc1OC
 : i, i, -18, i, i, 6, -0.6, i, 29, i, -6
> CCSc1nnc(NC(=O)Cc2cc(OC)c(OC)c(OC)c2)s1
 : i, i, -9, i, i, 1, -0.6, i, 7, i, 4
> CC(C)(c1ccccc1)c1ccc(OCCN2CCOCC2)cc1
 : i, i, 8, i, i, 2, -18, i, 5, i, 5
> Cc1ccc(C)c(OCC(=O)N/N=C\c2cccn2C)c1
 : i, i, -7, i, i, -3, -1.4, i, -4, i, 2
> C=CCNC(=O)Cn1nnc(-c2ccc(-c3ccc(OC)cc3)cc2)n1
 : i, i, -158, i, i, 4, -31, i, -129, i, 1
> CCOc1ccccc1NC(=O)CNS(=O)(=O)c1ccc2nc(C)sc2c1
 : i, i, -11, i, i, -10, 0.2, i, 19, i, 1
> COc1ccc(C(=O)NCCNc2ccccc2[N+](=O)[O-])cc1
 : i, i, -157, i, i, -17, 0.1, i, -35, i, -2
> O=C(Cc1cccs1)Nc1nc(-c2cccnc2)cs1
 : i, i, 0, i, i, -8, 0.5, i, 1, i, 2
> CCc1cc(C(N)=O)c(NC(=O)c2ccc(OC)cc2)s1
 : i, i, -89, i, i, -5, 3.3, i, -174, i, -3
> COc1cc(/C=N/NC(=O)c2c(-c3ccccc3)noc2C)ccc1O
 : i, i, -48, i, i, -3, -0.5, i, -1, i, -1
> CC(=O)NC(CC(=O)N(Cc1ccccc1)c1cccc(C)c1)c1ccccc1 (stereo unspecified)
 : i, i, -24, i, i, 7, -0.1, i, -8, i, -2
> CCSc1nnc(NC(=O)[C@@H](NC(=O)c2cc(OC)cc(OC)c2)C(C)C)s1
 : i, i, -15, i, i, 0, 0.0, i, -13, i, -16
> CC1(C(=O)Nc2c(F)c(F)c(F)c(F)c2F)CC1(Br)Br (stereo unspecified)
 : i, i, 10, i, i, 5, -0.3, i, -4, i, 3
> COc1ccc(C(=O)Nc2ccc(C)c(S(=O)(=O)N3CCCCCC3)c2)cc1
 : i, i, 0, i, i, -12, 0.0, i, 29, i, 1
> O=C(N/N=C/c1ccc(Cl)cc1Cl)c1cccc(N2CCCC2=O)c1
 : i, i, 3, i, i, -8, -13, i, 5, i, 9
> CCOC(=O)N/N=C/c1cn(CCCOc2ccccc2)c2ccccc12
 : i, i, -29, i, i, 5, 0.7, i, -47, i, -4
> COc1ccc(-c2nnc(Nc3nc4c(OC)cccc4s3)o2)cc1
 : i, i, -4, i, i, 73*, -0.4, i, -2, i, -6
> Cc1cc2[nH]c(=O)c(=O)[nH]c2cc1S(=O)(=O)N1CCC(C)CC1
 : i, i, -4, i, i, -1, -0.2, i, -29, i, 2
> Nc1cc(N2CCCC2)c(Cl)cc1[N+](=O)[O-]
 : i, i, -6, i, i, -1, -0.2, i, 15, i, 4
> Cc1cc(C)n(-c2nc(-c3ccc(Cl)cc3)cs2)n1
 : i, i, -14, i, i, 7, 1.2, i, -93, i, 5
> CCn1cc(SCC(=O)N2CCc3ccccc32)c2ccccc21
 : i, i, -24, i, i, 0, 2.2, i, -27, i, -4
> COC(=O)c1ccc2c(=O)n(CCCCCC(=O)N3CCN(c4ccc(F)cc4)CC3)c(=O)[nH]c2c1
 : i, i, -14, i, i, 19, -0.5, i, -2, i, 5
> C/C(=N\OC(=O)c1c(-c2c(F)cccc2Cl)noc1C)c1nccs1
 : i, i, -13, i, i, -10, -0.5, i, -12, i, 1
> O=[N+]([O-])c1ccc(-c2nnc(S)n2-c2ccccc2)cc1
 : i, i, -13, i, i, 4, -4.0, i, -95, i, -2

(further entries)
Sequence of screens: TRPC4 block, MrgX1 antag, KLF5 inh, TRPC4 act, TRPC6 act, SKKanGAS inh, HIF activator, TRPC4 potent, aSyn UTR inh, TRPC6 inhibitor, IEC-6 cytotox
> O=c1c2c(nc3cc(-c4ccc(F)cc4)[nH]n13)CCC2
 : i, i, -71, i, i, -6, -0.5, i, -87, i, -4
> Cc1ccc(CN=c2c([N+](=O)[O-])nn(-c3cccc(C)c3)n2O)cc1
 : i, i, -30, i, i, 0, -0.4, i, -30, i, 8
> CC1(C)Cc2ccccc2-c2nnc(-c3ccc(O)cc3)n21
 : i, i, -22, i, i, -13, -1.2, i, 8, i, 5
> COc1cc(NS(=O)(=O)c2ccc(NC(=O)c3ccc([N+](=O)[O-])cc3)cc2)ncn1
 : i, i, 19, i, i, 1, 1.2, i, -18, i, 2
> Cc1cccc(NC(=O)Cc2c(F)cccc2Cl)n1
 : i, i, -87, i, i, 0, 6.3, i, -103, i, 4
> COc1ccc(Oc2nnc(-c3ccccc3)cc2C#N)cc1
 : i, i, -2, i, i, -4, 0.8, i, 6, i, -1
> Cc1ccc(S(=O)(=O)Nc2cc(NC(=O)CN3CCOCC3)ccc2Cl)cc1
 : i, i, 21, i, i, 9, -0.3, i, -8, i, -4

Compound activity deposited in PubChem by several laboratories.
